Source: PubChem BioAssay (several laboratories)
aSyn UTR inh: 5' untranslated region of α-synuclein, MLPCN primary screen; alpha-synuclein 5'UTR reporter, inhibitor activity; inhibition, % (tested at 7.5 µM); hit rate 0.82% among 300,000; in the data active means inhibition above about 60%; inconclusive means no clear call, values can overlap the other calls;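 further: H4 neuroglioblastoma cells stably carrying SNCA 5'UTR luciferase fusion; 0% = DMSO wells and 100% = positive control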
SKKanGAS inh: inhibitors of SKKanGAS S. pyogenes growth in kanamycin (SK-promoter or general growth effect); BacTiter-Glo, 6 h; inhibition, % at 7.5 µM; hit rate 1.3% among 300,000;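 active means mean replicate score, as percent of positive control median, at least 50; inconclusive means mean below 50 but one replicate at or above 50; inactive means mean and every replicate below 50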;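 further: strain carries kanamycin resistance gene driven by streptokinase promoter and grows in 40 µg/ml kanamycin; loss of luminescence reflects streptokinase promoter inhibition or plain growth inhibition; 0% = median of DMSO wells and 100% = positive control at its reference dose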
HSF1 inh: HSF1 inhibition | activity change, negative = inhibition, % at 7.5 µM (by protocol) | NIH3T3-HGL HSE-luciferase, MG132-induced, luminescence 8 h; stronger effect = lower value | hit rate 0.77% among 300,000;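 active means more than half of replicate wells show activity change below -50%, luminescence cut by over half; inconclusive means some wells, but at most half, below -50%; inactive means no replicate well below -50%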;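 further: luciferase reports HSF-1 transcriptional activity via heat shock element; 0% = median of DMSO wells and -100% = zero luminescence signal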
HSF-1 act: increases HSF-1 driven luciferase reporter signal; NIH3T3-HGL HSF-1 luciferase reporter, MG132, 8 h; 100% = twice DMSO control signal; activation, % at 9 µM; hit rate 1.7% among 300,000; AID 504408;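 active means mean replicate activation of at least 50% with a set share of replicates each reaching 50%; inconclusive means only one of those two conditions met; inactive means mean below 50% and too few replicates reaching it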;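 further: 0% = median of the neutral control wells and 100% = twice that signal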
HIF act: HIF pathway transcriptional activation. U2OS HRE-luciferase reporter, luminescence; normalized: DMSO 0%, desferrioxamine 100%. activation, % at 7.5 µM (by protocol). hit rate 0.32% among 300,000;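 active means mean activation of at least 10% of the iron chelator positive control signal, with at least half of replicates also reaching 10%; inconclusive means mean and replicate majority disagree about reaching 10%; inactive means mean and most replicates under 10%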
IEC-6 tox: counter-screen for KLF5 inhibitors: cytotoxicity in IEC-6 cells | hit rate 0.78% among 290,000 | IEC-6 cytotoxicity, luminescence viability | inhibition, % at 5 µM; in the data active means inhibition above about 22%;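 further: 0% = plate median of test compound wells and 100% = cytotoxic reference compound wells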
AI-2 QS modul: Vibrio harveyi AI-2 quorum sensing modulation; hit rate 0.4% among 300,000; activity change, % at 7.5 µM; Vibrio harveyi JMH597 AI-2 luminescence/OD600 ratio, 9 h; stronger effect = lower value; strain lacks LuxN and CqsS sensors; 0 = neutral-control median; in the data active means activity change below about -75%, passing the limit was not always enough; inconclusive means no clear call, values can overlap the other calls;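 further: luminescence divided by OD600 gain over 9 h not by final OD600 alone; inactives centre near 13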
Platelet DG rel: modulates dense granule release in human platelets | human platelet-rich plasma, SFLLRN dense granule ATP release, luminescence | inhibition, %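 (compounds screened at 7.5 µM in platelet-rich plasma)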 | hit rate 0.22% among 300,000 | AID 1663;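 active means mean replicate score, as percent of positive control, at or above 50; inconclusive means mean below 50 but at least one replicate at or above 50; inactive means mean and every replicate below 50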
HSP90 refold inh: inhibitors of HSP90 luciferase refolding in rabbit reticulocyte lysate; hit rate 0.91% among 290,000; inhibition, % at 5.6 µM; luciferase refolding luminescence, 3 h;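 active means inhibition above the screen-wide mean plus 3 SD, computed separately per campaign, cut at about 16% in these data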;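 further: 0% = DMSO wells and 100% = 60 µM geldanamycin wells; inhibitors lower the luminescence because luciferase stays unfolded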
KLF5 inh: inhibitors of KLF5 expression. DLD-1 KLF5 promoter-luciferase reporter, luminescence. inhibition, % at 5 µM. hit rate 0.23% among 290,000;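 active means inhibition above a per-plate limit of that plate's mean compound inhibition plus 3 SD, cut at about 60% in these data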;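 further: 0% = DMSO wells and 100% = LY294002 at 200 µM; higher means less KLF5 promoter-driven luciferase light; inactives centre near -14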
Starred values were filed as active, the others as inactive; ? = inconclusive; / = no result given.

SMILES | aSyn UTR inh | SKKanGAS inh | HSF1 inh | HSF-1 act | HIF act | IEC-6 tox | AI-2 QS modul | Platelet DG rel | HSP90 refold inh | KLF5 inh
O=C1C(Cl)=C(NC2CCCCC2)C(=O)N1c1ccc(Cl)cc1 | -0.5 | -1.7 | 27.0 | 30.6 | -6.1 | 0.8 | 12.9 | 7.5 | -2.1 | 3.9
CCCc1cc(=O)[nH]c2nnc(SCC(=O)Nc3cccc(NC(C)=O)c3)n12 | -2.2 | 0.5 | -5.5 | 1.3 | -0.1 | / | 27.0 | -5.1 | / | /
Cc1c(C(=O)NCCN2CCOC2=O)oc2c(F)cccc12 | -15.7 | -4.2 | -1.3 | 0.3 | -0.3 | 1.6 | 15.8 | -3.4 | -7.4 | -13.8
CCN(CC)C1CCN(C(=O)c2cc(COc3cccc4cccnc34)on2)C1 (configuration not stated) | -4.7 | -2.1 | 1.1 | 16.0 | -0.9 | 7.3 | 1.0 | -8.4 | 0.4 | -8.1
Nc1nc2nc(-c3ccc(OCc4ccccc4)cc3)cc(C(F)(F)F)n2n1 | -14.3 | 6.7 | -4.1 | -3.6 | -0.3 | 3.1 | 10.8 | -1.4 | 4.1 | -32.1
CC(=O)c1cccc(CN2CCN(Cc3ccccc3)C(CCO)C2)c1 (configuration not stated) | -4.3 | 1.8 | -8.4 | -5.5 | 0.3 | -4.4 | 16.4 | 5.9 | 3.3 | 1.6
COc1cc([N+](=O)[O-])ccc1NC(=S)NNC(=O)CCC(=O)Nc1ccccc1Cl | 4.3 | 5.3 | 5.8 | -3.2 | -0.5 | -10.0 | 10.9 | -0.1 | -2.9 | -25.4
Cc1ccc(NC(=O)CNc2cccc(C)c2C)c(C)c1 | 4.9 | 12.2 | -2.4 | 8.7 | 0.3 | -2.1 | 9.2 | / | 0.2 | -19.1
O=C(NCCc1c[nH]c2ccccc12)c1cc2sccc2n1Cc1ccccc1 | 12.8 | 14.8 | 1.8 | 14.1 | -1.1 | 5.9 | -31.9 | 3.1 | -0.6 | -50.3
Cc1cc(NC(=O)c2cc3ncc(Br)cn3n2)no1 | -3.2 | -3.5 | 7.5 | -12.1 | -0.4 | -10.5 | 11.1 | ? | -2.5 | -14.6
CSc1ccccc1NC(=O)c1cccs1 | -7.1 | -1.6 | 3.1 | -5.8 | -0.2 | 4.4 | 13.6 | 19.1 | -1.3 | -10.8
CSc1ncccc1C(=O)NCCc1ccc(S(N)(=O)=O)cc1 | 4.0 | 1.6 | -0.3 | 5.2 | -0.2 | -5.6 | 10.5 | 5.3 | -3.7 | -8.3
O=C(NCCN1CCNC1=O)C1CCC(=O)N(Cc2cccc(C(F)(F)F)c2)C1 (configuration not stated) | -3.2 | -3.8 | 2.8 | 13.3 | -0.3 | -4.4 | 22.8 | -25.7 | -0.8 | -23.2
FC(F)(F)Oc1ccc(NC(=S)NCCCN2CCOCC2)cc1 | -24.3 | 18.6 | -8.2 | -4.9 | 0.0 | -0.2 | 15.1 | -4.0 | -3.1 | -41.7
COc1cccc(CN(C)CC(=O)Nc2cccc(C(F)(F)F)c2)c1OC | 18.8 | 1.9 | -46.4 | -59.7 | 0.2 | -1.0 | 8.8 | 3.6 | 1.0 | -34.8
CC(=O)C(c1ccccc1)C(c1ccccc1)C(C)[N+](=O)[O-] (configuration not stated) | -1.6 | 4.0 | -1.0 | -10.4 | 0.2 | -1.7 | 3.7 | 4.0 | 4.0 | 0.5
CCn1nc(C)cc1C(=O)OCC(=O)c1ccc(Cl)cc1 | -0.8 | -1.9 | 9.3 | 13.9 | 0.5 | 0.6 | 16.1 | 0.7 | -1.0 | -27.1
COC(=O)CC1C(=O)NCCN1C(=S)NC(=O)CCc1ccccc1 (configuration not stated) | 12.2 | -3.9 | -6.8 | 3.9 | 0.0 | -1.1 | 27.6 | 5.9 | -2.4 | 15.1
CC1(C)CN=c2s/c(=C\c3ccc(Cl)cc3)c(=O)n2C1 | -111.3 | 0.8 | -8.9 | -17.9 | 2.5 | 5.1 | 6.4 | 15.5 | 6.3 | -25.2
CCOC(=O)Nc1ccc2c(CN3C(=O)NC(CC)(CC)C3=O)cc(=O)oc2c1 | -24.9 | 11.0 | -1.5 | 9.8 | 0.2 | 1.3 | 7.1 | 2.4 | -0.3 | -32.9
O=C(CSc1ncnc2c1oc1ccccc12)Nc1ccc2c(c1)OCCO2 | 11.0 | 1.6 | 5.7 | 14.2 | -0.4 | 4.0 | -4.6 | -29.7 | -2.0 | -10.0
CCn1c2ccc(C)cc2c2nnc(NN)nc21 | 24.1 | 19.2 | -4.7 | 5.7 | 1.0 | 0.6 | 32.2 | 11.0 | 2.6 | 12.1
Cc1ccccc1C1c2[nH]c3ccccc3c2C[C@H]2C(=O)N(C3CCN(Cc4ccccc4)CC3)CC(=O)N12 (some centres not stated) | -15.2 | 1.7 | 4.4 | -11.4 | 0.2 | 3.1 | 28.0 | -0.2 | 4.5 | -23.7
Cc1cc(-n2c(C)cc(C(=O)CSc3nc(N)cc(=O)[nH]3)c2C)no1 | 6.5 | 7.1 | -4.3 | 6.8 | -0.1 | 0.9 | 23.4 | -9.1 | 4.2 | -12.2
O=C(O)CC1(CC(=O)Nc2ccc3c(c2)C(=O)OC3)CCCCC1 | 9.9 | -7.1 | -10.0 | 20.8 | 0.0 | -5.2 | 3.1 | -9.7 | -1.6 | 8.0
O=C1c2ccc([N+](=O)[O-])cc2S(=O)(=O)N1Cc1ccccc1 | -16.9 | -2.8 | -2.3 | 28.4 | -0.9 | -5.5 | 8.3 | -1.6 | 6.1 | -30.5
COc1ccc(NC(=O)CSCC(=O)Nc2nnc(CC(C)C)s2)cc1 | -9.3 | -6.2 | -5.1 | -5.9 | 1.0 | / | 39.3 | 2.0 | / | /
N#CCCCCN1CCCC1 | 3.8 | -1.0 | 0.3 | 15.3 | 2.3 | 1.1 | 29.0 | 5.8 | -1.1 | -6.2
Cc1cc(C(=O)COC(=O)C2=NNC(=O)CC2)c(C)n1-c1ccc(OC(F)F)cc1 | 1.3 | 3.3 | -5.4 | -3.7 | -0.1 | 2.9 | 34.5 | 3.7 | 4.1 | -29.0
COC(=O)C1=C(C)N(CCCC(=O)O)C(=O)NC1c1ccccc1OS(=O)(=O)c1ccccc1[N+](=O)[O-] (configuration not stated) | 7.7 | 3.5 | -0.6 | -1.5 | -0.4 | / | 15.1 | -1.6 | / | /
Fc1ccccc1CNC(=S)Nc1cccc(C(F)(F)F)c1 | 24.7 | 9.2 | 1.1 | 5.2 | -0.2 | 1.7 | 5.8 | -6.6 | -2.6 | 13.5
COc1ccc(OC)c(C(=O)CSc2nnnn2C)c1 | -10.2 | -10.6 | -8.0 | 1.9 | 0.0 | -4.8 | 28.7 | 5.6 | 3.3 | -5.0
CCOc1ccc(-c2cc(C(=O)NCCCN3CCCC3)c3ccccc3n2)cc1 | -44.5 | 1.7 | -35.3 | -49.8 | 0.7 | 0.9 | 6.2 | 5.3 | 1.2 | -49.9
COc1ccc(CN=C(NS(=O)(=O)c2cccs2)SC)cc1 | 34.3 | -9.2 | -9.6 | 12.8 | -0.3 | 6.7 | 8.0 | -8.6 | -1.1 | -7.5
COc1cc(NC(=O)COc2cc3oc(=O)cc(C)c3cc2Cl)cc(OC)c1OC | -9.1 | -1.5 | 4.2 | 2.2 | -0.4 | 5.6 | 23.2 | -1.4 | -1.0 | -8.9
CCCc1nc2c(=O)n(C)c(=O)[nH]c2n1CCC | 12.3 | -3.7 | -2.4 | -3.0 | -0.4 | -5.3 | 4.7 | 2.7 | -3.7 | 4.2
O=C1CSC(c2cccnc2)N1Cc1ccc(Cl)c(Cl)c1 (configuration not stated) | 5.5 | 2.8 | 2.2 | 14.4 | -0.5 | -3.1 | -2.5 | -0.1 | 0.5 | -3.0
CCN(CC(=O)Nc1ccc(Br)c(C)c1)CC(=O)NC(C)C | -4.7 | 22.4 | -2.8 | 15.1 | -0.7 | 2.0 | 20.4 | 0.6 | -2.3 | -22.2
CC1(C)Cc2c(cnn2-c2ccccc2)C(NC(=O)C2(C(N)=O)CC2)C1 (configuration not stated) | -9.4 | -2.2 | -1.1 | 27.3 | -0.5 | 2.2 | 4.0 | -2.1 | -3.5 | -19.0
O=C(O)c1ccc(NC(=O)c2cccc(C(=O)Nc3ccc(C(=O)O)cc3)n2)cc1 | -7.2 | -11.1 | -4.6 | -7.5 | 0.4 | 0.7 | 18.2 | -1.0 | -2.7 | -38.8
O=C(Oc1ccc(N2C(=O)CCC2=O)cc1)c1ccccc1Cl | ? | 1.0 | 9.6 | 3.2 | -3.1 | 0.4 | 7.3 | -14.0 | -4.5 | 1.8
Cc1ccc(S(=O)(=O)NCCC(=O)N2CC(C)OC(C)C2)cc1C (configuration not stated) | -12.4 | -1.3 | -3.6 | 2.3 | -0.1 | / | -2.5 | -2.5 | / | /
COC(=O)c1cc(-c2cccs2)nc2ccccc12 | 20.4 | -7.4 | 6.7 | -6.3 | 0.0 | 6.1 | 14.6 | -1.3 | 2.3 | -7.2
Oc1ccc(/C=N/Nc2nc(N3CCCC3)nc(N3CCCC3)n2)cc1O | -24.4 | -5.3 | 1.6 | 17.2 | 0.6 | 1.3 | 9.3 | 3.7 | -4.5 | -11.4
O=C(NNC(=S)Nc1ccccc1Cl)c1ccncc1 | -23.2 | -5.1 | -1.4 | 7.8 | 0.3 | -1.0 | 5.3 | 0.2 | -2.8 | -17.8
COc1cc2c(=O)n(CCC(=O)NCC3CCCO3)c(=O)n(CC(=O)Nc3ccccc3C)c2cc1OC (configuration not stated) | 2.1 | 9.0 | -0.8 | 5.8 | 0.7 | -0.1 | 7.2 | 2.9 | -2.5 | -8.6
O=C(c1cccc(C(F)(F)F)c1)N1CCN(C2CCCCC2)CC1 | 2.0 | -4.7 | 5.5 | -13.5 | -0.3 | 6.2 | 9.7 | 1.2 | 3.0 | -1.3
CCOc1ccccc1CN1CCNC(=O)C1CC(=O)N(C)CCc1ccccn1 (configuration not stated) | 13.1 | -2.3 | 1.9 | 4.9 | -1.2 | -6.0 | 18.5 | 20.8 | -6.9 | -25.4
CCOC(=O)/C(O)=C/c1ncc(C(F)(F)F)cc1Cl | 7.0 | -2.9 | -4.7 | -3.5 | -0.2 | 3.5 | 18.6 | 8.4 | 0.7 | 15.8
CC(C)Cn1c(N)c(C(=O)NCC2CCCO2)c2nc3ccccc3nc21 (configuration not stated) | 41.0 | 4.9 | -7.6 | 2.2 | -0.9 | 1.9 | -4.4 | 4.6 | 10.1 | 13.5
CN(C)N=Nc1ccc(S(=O)(=O)NC(=O)Cc2ccccc2)cc1 | -6.7 | -3.0 | -0.2 | 5.2 | -0.2 | -3.6 | -0.4 | 8.3 | -3.6 | -57.0
CC(C)CNS(=O)(=O)c1ccc(OCC(=O)NCc2ccco2)cc1 | 14.3 | -3.0 | / | / | / | 0.5 | -61.0 | -0.3 | -0.3 | -26.1
Cn1c(=O)c2c([nH]c(=O)n2C)n(C)c1=O | 7.0 | 3.5 | 1.8 | 5.7 | 0.7 | 6.5 | 8.3 | -3.6 | 1.2 | -13.0

Not a hit list. Share with any hit: about 6%.
